Compound activity (PubChem)
MLL CXXC-DNA inh – qHTS Fluorescence Polarization Assay for Inhibitors of MLL CXXC domain - DNA interaction | MLL-CXXC / FITC-HOXA9 DNA fluorescence polarization | Potency, µM (highest dose often 115 µM), without a hit: at the highest dose activity change, negative = inhibition, actives largely listed as inhibitors | 290,000 compounds, 0.037% hits | Histone-lysine N-methyltransferase 2A (Homo sapiens), Q03164; active means well fitted inhibition curve with a large enough effect in the polarisation, with a control signal flat, not every such curve was filed as active; inconclusive means small, poorly fitted or top-dose-only effect, or effect the other way, or a change in a side signal; inactive means no such curve, though single readings can be large or run the other way; the % refers to the polarisation
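Fluorescence polarization: 7 uM MLL-CXXC (stock) preincubated 5 min with compounds, then 50 nM fluorescein-HOX-A9 DNA (stock) added; 30 min ambient. Buffer 50 mM Tris-HCl pH 7.5, 50 mM NaCl, 1 mM DTT, 0.05% BSA.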
VP16 counter – VP16 counterscreen qHTS for inhibitors of ROR gamma transcriptional activity. Drosophila S2 Gal4-VP16 UAS-luciferase, luminescence, 20 h. 310,000 compounds, 3.5% hits. Potency, µM (highest dose often 53.6 µM), without a hit: at the highest dose activity, negative = inhibition, most hits filed as inhibitors;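 further: Gal4-VP16 expression switched on by copper sulfate through the metallothionein promoter; on the % scale 0 is the no-effect control and ±100 the full control effect; nearly all actives have a fitted effect of over 50% in size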
p53 reactivator – qHTS assay for re-activators of p53 using a Luc reporter; H1299 p53-A138V BP100-luciferase reporter, luminescence, 24 h; Potency, µM (titrated, usually from 92.2 µM), inactives show at the highest dose activity change, positive = activation, usual class: activators; 320,000 compounds, 0.063% hits; AID 504706, 2011; further: % of control where 0% means no effect; nearly all actives have a fitted effect of over 45% in size
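p53-null H1299 cells stably carrying temperature-sensitive p53-A138V and a BP100-luciferase reporter were pinned with compounds (4-point, 1:5 series) and held 24 hrs at 37 deg C. Luminescence was read 10 min after detection reagent.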
RORgamma inh – qHTS for inhibitors of ROR gamma transcriptional activity. 310,000 compounds, 5.4% hits. Nuclear receptor ROR-gamma (Mus musculus), P51450. Potency, µM (titrated, usually from 53.6 µM), without a hit: at the top dose activity change, negative = inhibition, hits mostly inhibitors. Drosophila S2 Gal4-RORgamma UAS-luciferase reporter, 20 h. AID 2551, 2010; further: on the % scale 0 is the no-effect control and ±100 the full control effect; nearly all actives have a fitted effect of over 60% in size
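In this cell-based reporter format, copper sulfate (700 uM final) drives Gal4–ROR gamma fusion expression from a metallothionein promoter in Drosophila Schneider cells; compounds preincubated 1 hr, reporter read after 20 hr at ambient temperature.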
Rab9 prom act – qHTS Assay for Rab9 Promoter Activators. Huh7 Rab9 promoter-luciferase reporter, luminescence, 24 h. 320,000 compounds, 2.8% hits. Potency, µM (highest dose often 9.22 µM), for inactives: top-dose activation, negative = inhibition, most hits filed as activators; further: % of control where 0% means no effect; nearly all actives have a fitted effect of over 60% in size
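Quantitative HTS format; Huh7 Rab9-luciferase reporter cells (1500/well) receive compound 2 h post-plating, incubate 24 h at 37 °C, then get luciferase reagent for 10 min before luminescence reading.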
NPC1 prom act – qHTS Assay for NPC1 Promoter Activators; Huh7 NPC1 promoter luciferase reporter, 24 h; Potency, µM (doses to about 9.22 µM), without a hit: at the highest dose activation, most hits filed as activators; 320,000 compounds, 2.4% hits; AID 485313, 2010;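 further: % of control where 0% means no effect; nearly all actives have a fitted effect of over 60% in size; reporter is driven by a mutant NPC1 promoter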
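Cells: Huh7 expressing luciferase under the NPC1 promoter, 1500/well. Seeded 2 h, compound added, incubated 24 h at 37 °C. Luciferase reagent, 10 min ambient, then luminescence.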
BRCA1 expr up – qHTS Assay to Identify Small Molecule Activators of BRCA1 Expression | MCF7-BRCA1-FFLuc reporter, luminescence, 48 h; response scale: scaled: vehicle 0%, 10 µM genistein 100% | Potency, µM (titrated, usually from 46.1 µM), without a hit: at the highest dose activation, most hits filed as activators | 380,000 compounds, 1.1% hits; further: nearly all actives have a fitted effect of over 80% in size; some results filed as inactive show a strong effect at the top dose
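48 h compound treatment of MCF7-BRCA1-FFLuc cells (phenol-red free MEM, 37 °C), then 15 min with luciferase substrate and luminescence imaging.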
FLuc modulator – qHTS profiling assay for firefly luciferase inhibitor/activator using purifed enzyme and Km concentrations of substrates (counterscreen for miR-21 project). purified FLuc, Km substrates, luminescence inhibition. Potency, µM (top dose mostly 57.5 µM), inactives show at the highest dose activity change, negative = inhibition, most hits filed as inhibitors. 360,000 compounds, 6.9% hits;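 further: plate controls were vehicle for no effect and reference inhibitor for full effect; nearly all actives have a fitted effect of over 55% in size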
Target sequence (P08659 whole entry, looked up): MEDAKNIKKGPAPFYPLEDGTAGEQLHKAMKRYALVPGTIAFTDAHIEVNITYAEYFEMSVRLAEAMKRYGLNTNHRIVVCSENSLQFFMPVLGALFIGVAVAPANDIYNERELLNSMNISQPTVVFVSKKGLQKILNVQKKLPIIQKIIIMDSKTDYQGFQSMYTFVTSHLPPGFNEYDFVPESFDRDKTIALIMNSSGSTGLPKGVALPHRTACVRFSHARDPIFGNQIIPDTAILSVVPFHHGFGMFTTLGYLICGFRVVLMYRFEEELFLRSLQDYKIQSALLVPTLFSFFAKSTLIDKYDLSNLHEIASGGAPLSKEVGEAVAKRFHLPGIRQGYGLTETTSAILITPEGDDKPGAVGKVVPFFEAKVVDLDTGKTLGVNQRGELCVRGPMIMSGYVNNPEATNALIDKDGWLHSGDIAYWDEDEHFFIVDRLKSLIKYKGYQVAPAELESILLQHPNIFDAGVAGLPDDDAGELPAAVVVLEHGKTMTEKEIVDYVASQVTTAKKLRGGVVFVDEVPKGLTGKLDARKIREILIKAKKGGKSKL
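Purified P. pyralis luciferase (10nM final) with 10uM D-luciferin and 10uM ATP (Km levels) in 50mM Tris acetate pH 7.5, 10mM Mg acetate, 0.01% Tween-20, 0.05% BSA; qHTS 6-point titration, ~60 µM downward; luminescence read.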
MBNL1-CUG inh – qHTS Assay for Inhibitors of MBNL1-poly(CUG) RNA binding. 280,000 compounds, 0.036% hits. TR-FRET MBNL1-His/biotin-(CUG)12 binding, 665/545 ratio. Potency, µM (series often up to 57.5 µM), without a hit: top-dose activity change, negative = inhibition, actives largely listed as inhibitors. Muscleblind-like protein 1 (Homo sapiens), Q9NR56; active means well fitted inhibition curve with a large enough effect in the signal ratio, with a control signal flat, not every such curve was filed as active; inconclusive means small, poorly fitted or top-dose-only effect, or effect the other way, or a change in a side signal; inactive means no such curve, though single readings can be large or run the other way; the % refers to the signal ratio; further: on the % scale 0 is the no-effect control and ±100 the full control effect
Target sequence (Q9NR56 whole entry, looked up): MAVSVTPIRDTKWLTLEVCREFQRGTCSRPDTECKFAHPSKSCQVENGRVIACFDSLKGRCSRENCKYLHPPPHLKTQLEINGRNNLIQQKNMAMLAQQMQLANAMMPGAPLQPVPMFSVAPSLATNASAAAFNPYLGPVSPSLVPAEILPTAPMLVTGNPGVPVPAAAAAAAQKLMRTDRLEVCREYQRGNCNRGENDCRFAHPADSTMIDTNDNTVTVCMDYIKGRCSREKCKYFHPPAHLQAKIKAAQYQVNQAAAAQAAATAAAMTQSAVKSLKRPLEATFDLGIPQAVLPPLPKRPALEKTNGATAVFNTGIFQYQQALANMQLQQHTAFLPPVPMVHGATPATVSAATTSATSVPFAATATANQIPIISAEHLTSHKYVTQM
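Inhibition of protein-RNA binding appears as loss of TR-FRET between terbium anti-His antibody on MBNL1-His and streptavidin-XL665 on biotin-(CUG)12. Activity is normalized to buffer-only and uninhibited-complex controls.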
ELG1 genotoxic – qHTS screen for small molecules that induce genotoxicity in human embryonic kidney (HEK293T) cells expressing luciferase-tagged ELG1. HEK293T ELG1-luciferase reporter, luminescence, 16 h. Potency, µM (titrated, usually from 46 µM), for the others: at the highest dose activity change, positive = activation, most hits filed as activators. 330,000 compounds, 1.3% hits. AID 504466, 2011; further: % of control where 0% means no effect; nearly all actives have a fitted effect of over 60% in size
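Step 1: seed 2,000 HEK293T ELG1-luciferase cells per well. Step 2: add compound or DMSO, incubate 16 hr at 37 °C. Step 3: ONE-Glo, 30 min at room temperature, read luminescence.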
uPA surface inh – qHTS for Inhibitors of Cell Surface uPA Generation. cell surface uPA generation assay, qHTS. Potency, µM (top dose mostly 38.3 µM), inactives show at the highest dose activity change, negative = inhibition, most hits filed as inhibitors. 330,000 compounds, 0.31% hits; active means well fitted inhibition curve with a large enough effect; inconclusive means small, poorly fitted or top-dose-only effect; inactive means no such curve, though single readings can be large or run the other way; tested in mouse RAW 264.7 cells; further: on the % scale 0 is the no-effect control and ±100 the full control effect; nearly all actives have a fitted effect of over 55% in size
* = called active by the depositor; ? = inconclusive; . = not tested or not shown; [ ] = remark or other dose. Unless noted, the call rests on the fitted dose curve; in most records, active means well fitted curve in the direction sought with a large enough effect; inconclusive means small, poorly fitted or top-dose-only effect, or another doubt; inactive means no such curve, though single readings can be large; an effect the other way counts as inactive or inconclusive. Potency means the concentration at half of the fitted maximal effect. An excerpt, so the mix of outcomes need not match the whole.

SMILES	MLL CXXC-DNA inh	VP16 counter	p53 reactivator	RORgamma inh	Rab9 prom act	NPC1 prom act	BRCA1 expr up	FLuc modulator	MBNL1-CUG inh	ELG1 genotoxic	uPA surface inh
O=C(COC(=O)c1cccc(S(=O)(=O)Nc2ccc(F)cc2)c1)NCCN1C(=O)CSC1=O	.	.	5.0%	.	-2.0%	-3.0%	-21.4%	-1.0%	.	-0.1%	-2.0%
COc1cc(C(=O)Nn2cnnc2)ccc1OC(F)F	-1.5%	-13.3%	-2.1%	2.5%	-6.3%	-3.9%	-27.6%	6.0%	-2.9%	1.4%	12.9%
O=C(N1CCOCC1)N1c2ccccc2CC(N2CCOCC2)c2ccccc21 (configuration not stated)	-17.2%	?	-0.9%	-29.8%	9.9%	-0.5%	-14.5%	3.1%	-8.4%	-2.3%	3.0%
CCN(CC)C(=O)CSc1nnc(SCc2ccc(Cl)cc2)s1	1.7%	4.7%	3.3%	?	-6.5%	1.0%	0.0%	19µM*	-15.5%	-7.0%	0.7%
COc1ccc(-n2nc(C(=O)NCC(=O)NCCCN3CCC(C)CC3)c3ccccc3c2=O)cc1Cl	31.0%[activator]	-14.3%	-4.9%	-4.4%	-0.8%	-0.2%	-73.2%	3.7%	?	-5.6%	-10.2%
CC(=O)N1CCc2c(sc(NC(=O)c3ccc4c(c3)OCCO4)c2C#N)C1	15.6%	8.7%	4.3%	4.0%	-13.4%	-14.8%	1.8%	?	?	?	7.94µM*
COc1ccc(N(C(=O)c2cccnc2)S(=O)(=O)c2cccs2)cc1	9.4%	-1.1%	-1.5%	1.1%	-0.2%	-11.7%	-35.0%	0.1%	-11.0%	-4.0%	-8.5%
COc1cccc(-c2cc(C(=O)N/N=C/c3ccc(OC)c(COC(C)=O)c3)c3ccccc3n2)c1	24.8%	0.6%	11.2%	-34.1%	4.6%	3.6%	1.8%	?	-4.4%	-2.9%	-4.3%
CCOc1ccc(NC(=O)CN(c2ccc(C)cc2)S(=O)(=O)c2c(C)nn(C)c2C)cc1	8.3%	-5.5%	-3.8%	-0.1%	0.0%	13.0%	-12.2%	0.1%	1.6%	-2.4%	-6.6%
Cc1cc(=O)[nH]c(N/N=C/c2cccc([N+](=O)[O-])c2)n1	3.5%	-1.1%	1.5%	-3.2%[10 µM]	9.4%	0.3%	.	-4.4%	.	3.4%	.
Cc1ccc(Sc2ncccc2COC(=O)Nc2ccccc2)cc1	12.8%	?	7.3%	?	-1.4%	-1.4%	-45.8%	0.4%	5.6%	-0.1%	10.9%
COc1ccc(OC)c(CCNC(=O)CCn2nc(C)c3c(C)n(-c4ccccc4)nc3c2=O)c1	-6.4%	0.5%	-2.9%	20.6%	-2.2%	-3.4%	-0.3%	0.1%	-2.0%	-3.0%	4.8%
O=C(NCc1ccco1)c1cc2c(s1)CCCCC2	-8.3%	-35.7%[0.365 µM]	20.6%	24.0%	1.58µM*	3.98µM*	11.2µM*	13.5µM*	-2.5%	11.6µM*	.
Cc1cc(OCC(=O)N2CCOCC2)ccc1[N+](=O)[O-]	8.5%	-10.1%	8.6%	0.0%	2.82µM*	3.16µM*	?	23.9µM*	11.7%	?	1.8%
COc1ccc(OC)cc1	.	6.0%	-3.7%	-1.1%	.	.	-11.7%	.	.	0.6%	8.1%
O=C(O)CC/C(=N\NC(=O)c1ccccc1)c1cccs1	5.2%	2.8%	3.7%	-93.7%	-2.4%	-3.6%	10.9%	?	6.8%	9.9%	-1.5%
O=C(NCC1CCCO1)c1ccc(COc2ccccc2)cc1 (configuration not stated)	-5.7%	-4.0%	23.0%	-4.1%	2.3%	-4.1%	11.2µM*	0.8%	-7.0%	-2.4%	-3.1%
CN1CCN(C(=O)CN(c2cccc(Br)c2)S(=O)(=O)c2ccccc2)CC1	-4.7%	3.9%	-1.8%	-12.2%	11.7%	-0.1%	-4.5%	7.4%	4.2%	-0.4%	-7.5%
Cn1nnnc1SCC(=O)N1CCCCC1	-2.2%	-12.0%	0.3%	-1.5%	2.1%	0.8%	-1.8%	-1.2%	-1.0%	4.4%	7.7%
O=C(OCCN1CCOCC1)c1ccc(O)cc1	2.4%	-4.0%	10.9%	-10.4%	8.3%	1.1%	33.5%	-4.8%	-9.8%	-0.8%	4.5%
CCN1CCN(CCNC(=O)CCc2c(C)c3c(C)nn(-c4ccccc4)c3n(C)c2=O)CC1	3.1%	1.8%	21.0%	-3.6%	-2.8%	0.1%	-3.8%	-0.4%	-12.6%	4.2%	3.0%
O=S(=O)(c1cnc(Cl)c(Cl)c1)N1CCCc2ccccc21	-2.0%	-20.1%	-2.7%	?	-0.3%	0.1%	-53.6%	-0.7%	-7.3%	2.9%	-18.1%
COc1ccccc1N1CCN(c2cc(N3CCCC3)nc(C)n2)CC1	7.7%	-0.9%	-13.8%	-16.2%	-4.6%	-5.9%	-3.1%	6.6%	?	-5.3%	-8.6%
COC/C=C/C1=CC2=CC(=O)C(C)(OC(=O)c3cnc4ccccc4n3)C(=O)C2=CN1Cc1ccc(OC)cc1 (configuration not stated)	-20.6%	-1.0%	21.7%	3.0%	-0.2%	-4.4%	-22.8%	3.5%	?	8.9%	-3.4%
CC(C)NC(=O)NC(=O)COC(=O)c1ccccc1F	19.1%	-11.6%	37.3%	11.2µM*	-2.2%	0.7%	-0.5%	-2.3%	-3.1%	0.3%	0.3%
O=S(=O)(c1cccc(-c2nnco2)c1)N1CCOCC1	4.4%	-3.5%	1.2%	-1.9%	-2.1%	-6.9%	-4.5%	-0.5%	-6.3%	-0.5%	-1.2%
O=C(CN1C(=O)/C(=C/c2ccccc2)SC1=S)N1CCN(CCc2ccccn2)CC1	-20.4%	-18.2%	?	?	-27.7%	-9.9%	-48.2%	?	?	-4.7%	-14.3%
COC(=O)C1=C(C(=O)OC)C(c2cc([N+](=O)[O-])ccc2O)c2sc(=O)[nH]c2S1 (configuration not stated)	-15.1%	1.3%	4.6%	10.4%	-1.5%	-1.9%	-2.6%	?	10.6%	0.2%	18.8%
COc1ccccc1N(C(=O)NCc1ccccc1)C1=NCC(C)S1 (configuration not stated)	4.4%	0.8%	5.2%	1.5%	3.2%	-0.4%	-6.1%	-1.1%	-0.6%	0.1%	0.8%
COc1ccc(NC(=O)CSc2nc(C)cs2)cc1OC	14.9%	-0.8%	-2.9%	-2.2%	4.0%	-5.9%	-9.8%	12.2%	-5.1%	-2.0%	-0.6%
CC(=O)/C=C1\N(C)c2ccc(C)cc2C1(C)C	10.1%	?	10.0%	-22.5%	-2.3%	-4.1%	-0.6%	-10.0%	-1.3%	2.8%	-8.9%
CC(=O)Nc1c(O)[nH]c2ccccc12	0.3%	-1.0%[0.365 µM]	2.1%	-5.7%	-6.2%	1.1%	-1.9%	-2.0%	?	-6.6%	0.7%
O=C(Nc1nc(-c2ccc(S(=O)(=O)N3CCCC3)cc2)cs1)C1COc2ccccc2O1 (configuration not stated)	20.1%	1.3%	-10.5%	13.1%	-10.3%	0.7%	-55.4%	5.2%	144.2%[activator]	-23.2%	8.5%
c1ccc(Cn2ncc3c(N4CCCCC4)ncnc32)cc1	5.2%	19.5%	-0.2%	4.9%	12.8%	8.0%	0.3%	-0.8%	-14.4%	4.7%	3.6%
